TRPC4 PAM = allosteric potentiators of mouse TRPC4 channel; HEK293 TRPC4beta/mu-opioid, DAMGO EC20, Fluo-4 Ca2+ flux; active compounds read high; AID 2227; actives 0.42% (n = 310,000); B-score at 10 µM;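 active means B-score of calcium response area above 5 SD of library B-scores, with initial fluorescence ratio within 5 SD of library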;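 further: B-score of integrated fluorescence ratio over time as area under calcium response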
Target sequence (Q9QUQ5 whole entry, looked up): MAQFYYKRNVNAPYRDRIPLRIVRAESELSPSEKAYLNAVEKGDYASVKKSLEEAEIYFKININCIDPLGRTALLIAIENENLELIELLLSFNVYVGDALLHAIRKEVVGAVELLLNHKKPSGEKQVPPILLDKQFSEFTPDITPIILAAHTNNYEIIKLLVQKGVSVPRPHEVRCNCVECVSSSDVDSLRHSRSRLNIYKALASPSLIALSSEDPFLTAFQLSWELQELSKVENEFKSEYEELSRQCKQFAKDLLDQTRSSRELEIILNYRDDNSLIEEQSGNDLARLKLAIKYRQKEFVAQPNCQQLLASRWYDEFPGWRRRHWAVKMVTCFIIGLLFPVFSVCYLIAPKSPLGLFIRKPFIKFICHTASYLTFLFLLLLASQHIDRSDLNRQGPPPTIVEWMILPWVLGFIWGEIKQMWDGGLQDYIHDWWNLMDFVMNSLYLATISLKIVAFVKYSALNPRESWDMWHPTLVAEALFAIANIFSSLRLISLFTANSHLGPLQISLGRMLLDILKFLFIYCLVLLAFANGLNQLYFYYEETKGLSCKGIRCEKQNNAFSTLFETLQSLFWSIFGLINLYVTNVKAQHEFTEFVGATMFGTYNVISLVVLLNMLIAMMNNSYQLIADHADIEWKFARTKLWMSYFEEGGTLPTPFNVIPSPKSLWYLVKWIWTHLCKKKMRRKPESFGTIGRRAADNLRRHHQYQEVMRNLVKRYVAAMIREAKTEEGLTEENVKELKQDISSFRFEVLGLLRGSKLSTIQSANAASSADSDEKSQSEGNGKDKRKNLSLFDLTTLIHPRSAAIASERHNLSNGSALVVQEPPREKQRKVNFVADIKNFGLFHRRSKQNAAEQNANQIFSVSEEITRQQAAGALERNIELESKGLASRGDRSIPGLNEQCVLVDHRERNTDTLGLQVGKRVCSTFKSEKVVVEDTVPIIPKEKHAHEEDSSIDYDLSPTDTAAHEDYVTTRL
MrgX1 PAM = human MrgX1 positive allosteric modulation, primary screen; Q96LB2; MrgX1-HEK293, Fluo-4 calcium flux, FDSS; active compounds read high; actives 0.63% (n = 310,000); AID 588675; B-score at 10 µM;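 active means plate-corrected calcium response at least 3 library SD above typical, normal starting fluorescence, not activating the receptor alone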;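 further: compound read alongside a low EC10 to EC30 dose of BAM8-22 agonist; peak minus trough fluorescence over baseline measured at the second addition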
TRPC6 act = activates the mouse TRPC6 cation channel | Q61143 | HEK293-TRPC6 membrane potential dye fluorescence; active compounds read high | B-score at 10 µM | actives 0.13% (n = 310,000);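 active means B-score of the integrated fluorescence ratio above library mean plus 3 SD, and starting fluorescence ratio within library mean plus 5 SD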;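 further: higher score means more depolarization so channel activation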
MrgX1 antagonist = blocks BAM8-22 activation of human MrgX1 receptor; Q96LB2; MRGX1-HEK293 calcium flux, Fluo-4, BAM8-22 antagonism; active compounds read low; B-score at 10 µM; actives 1.3% (n = 310,000);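 active means calcium-response B-score plate-corrected more than 3 library SD below zero, starting fluorescence within 5 deviations, no agonist response on first addition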;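 further: peak minus trough fluorescence over baseline after final BAM8-22 challenge near maximal dose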
MrgX1 ag = activates human MrgX1 receptor signaling; B-score at 10 µM; Q96LB2; MrgX1-HEK293 cells, Fluo-4 calcium fluorescence, agonist mode; active compounds read high; actives 0.44% (n = 310,000);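 active means calcium response B-score plate-corrected fluorescence ratio at least 3 library SD, with starting fluorescence B-score inside 5 SD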
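System – MrgX1-expressing HEK293 cells · Incubation – cells plated overnight, dye loaded 0.5 h 37 °C, 0.5 h room temperature · Technique – kinetic Fluo-4 NW fluorescence of intracellular calcium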
TRPC6 inhibitor = blocks the mouse TRPC6 cation channel. HEK293-TRPC6, membrane potential dye, ACh-evoked depolarization; active compounds read low. B-score at 10 µM. actives 1.1% (n = 310,000);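 active means B-score under library mean minus 3 SD, initial fluorescence not abnormally high, positive integrated signal ratio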;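 further: B-score derived from integrated fluorescence ratio over the kinetic read; more negative B-score means stronger inhibition of depolarization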
AI-2 QS modul = modulates the Vibrio harveyi AI-2 quorum sensing system; Vibrio harveyi JMH597 AI-2 luminescence/OD600 ratio, 9 h; active compounds read low; strain lacks LuxN and CqsS sensors; 0 = neutral-control median; activity change, % at 7.5 µM; actives 0.4% (n = 300,000); in the data active means activity change below about -75%, passing the limit was not always enough;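 further: luminescence divided by OD600 gain over 9 h not by final OD600 alone; inactives centre near 13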
TRPC4 inh = blocks the mouse TRPC4 cation channel; B-score at 10 µM; AID 2247; HEK293 TRPC4beta/mu-opioid, DAMGO-evoked Fluo4 calcium flux; active compounds read low; actives 0.39% (n = 300,000); Q9QUQ5;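 active means B-score over 3 SD under the library average, no early fluorescence shift, positive overall ratio signal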
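Material: HEK293 cells with stable TRPC4beta plus mu-opioid receptor expression / Probe or stimulus: DAMGO in two steps, submaximal then maximal / Compound: single concentration per test compound / Technique: kinetic Fluo4 fluorescence imaging of calcium influx / Read-out: per-well B score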
HIF activator = HIF pathway transcriptional activation | AID 1910 | actives 0.32% (n = 300,000) | U2OS HRE-luciferase reporter, luminescence; normalized: DMSO 0%, desferrioxamine 100% | activation, % at 7.5 µM (by protocol);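 active means mean activation of at least 10% of the iron chelator positive control signal, with at least half of replicates also reaching 10%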
TRPC4 act = activators of mouse TRPC4 channel. actives 0.49% (n = 310,000). B-score at 10 µM. Q9QUQ5. AID 2237. HEK293 TRPC4beta/mu-opioid, Fluo4 calcium fluorescence; active compounds read high;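 active means B-score above 5 SD of library B-scores, and initial fluorescence ratio not above library mean plus 5 SD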;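 further: positive B-score marks a calcium rise read as TRPC4 activation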
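Material: HEK293 stable line with TRPC4beta plus mu-opioid receptor; technique: Fluo4 calcium-sensitive dye fluorescence, kinetic, 1 Hz baseline; timing: Fluo4 dye loading 45 min at room temperature, 110 s recording; controls: assay buffer as low control, maximal DAMGO as high control; read-out: integrated baseline-normalised fluorescence ratio, converted to per-well B score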
PolyA inh = blocks polyadenylation in yeast reporter cells | S. cerevisiae SKY197-pL101 polyadenylation reporter, beta-gal luminescence; efflux-impaired pdr1/pdr3 knockout yeast; score 100 = 6 SD above DMSO | calls only at 12 µM | actives 0.02% (n = 300,000) | AID 1875;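 active means lowest replicate activity score at least 50, where 100 means six control SD above control mean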;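 further: yeast exposed to compound for 9 h at 30 °C; higher score means more reporter readthrough which indicates perturbed polyadenylation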
* hit, by the source's call; i = inactive; / = no result given. The list is partial, so the mix of outcomes need not match the whole.

SMILES	TRPC4 PAM	MrgX1 PAM	TRPC6 act	MrgX1 antagonist	MrgX1 ag	TRPC6 inhibitor	AI-2 QS modul	TRPC4 inh	HIF activator	TRPC4 act	PolyA inh
O=C(NCC1CCCO1)C1CC(=O)N(c2ccccc2)C1 (stereo not drawn)	i	i	i	i	i	i	8.7	i	-0.1	i	i
COc1ccc(C(=O)O)cc1S(=O)(=O)NCCN(C)C	i	i	i	i	i	i	9.1	i	-0.1	i	i
N#CCSc1ccc(-c2nc3ccccc3[nH]2)cn1	i	i	i	i	i	i	22.6	i	3.3	i	i
COc1cccc(/C=N/n2cncn2)c1OCC#N	i	i	i	i	i	i	22.5	i	-0.7	i	i
CC(=O)Nc1cccc(NC(=O)CSc2nc3c(c(=O)n(C)c(=O)n3C)n2C)c1	i	i	i	i	i	i	14.8	i	0.9	i	i
Cc1cc(C)nc(NC(=O)/C=C/c2ccccc2Cl)n1	i	i	i	i	i	i	12.7	i	1.0	i	i
O=C(Nc1ccc(Cl)cc1Cl)C1=Cc2ccccc2OC1	i	i	i	i	i	i	19.3	i	1.9	i	i
CCS(=O)(=O)c1ccc2c(c1)NC(=O)C(CCCl)O2 (stereo not drawn)	i	i	i	i	i	i	24.0	i	0.6	i	i
Cc1ccc(N2NC(C)(c3cccs3)NC2=S)cc1 (stereo not drawn)	i	i	i	i	i	i	32.3	i	5.4	i	i
NC(=O)CC(NC(=O)Cc1ccc(Cl)cc1)c1ccc(NC2CCCC2)c([N+](=O)[O-])c1 (stereo not drawn)	i	i	i	i	i	i	20.9	i	0.5	i	i
CC1CC(C)CN(S(=O)(=O)N2CCCC(C(=O)NCCc3ccccc3)C2)C1 (stereo not drawn)	i	i	i	i	i	i	11.7	i	-0.2	i	i
CN1C(=O)Cc2cc(S(=O)(=O)N3CCN(c4ccc(Cl)cc4)CC3)ccc21	i	i	i	i	i	i	18.3	i	0.2	i	i
CCOc1ccc(-c2c(C(=O)N/N=C/c3cccs3)nnn2-c2nonc2N)cc1	i	i	i	i	i	i	18.8	i	-0.9	i	i
O=C(c1cc(S(=O)(=O)N2CCN(c3ccccc3)CC2)ccc1Cl)N1CCCCCCC1	i	i	i	i	i	i	20.6	i	0.3	i	i
Cc1cc(-c2n[nH]c(=S)n2-c2ccccc2)nn1C	i	i	i	i	i	i	4.7	i	0.4	i	i
Cc1cc([N+](=O)[O-])ccc1NC(=O)CN1CCN(Cc2ccccc2)CC1	i	i	i	i	i	i	10.2	i	0.5	i	i
c1ccc(Nc2n[nH]nc2-c2ccccc2)cc1	i	i	i	i	i	i	4.4	-6*	-0.8	i	i
CC1Cc2ccccc2N1C(=O)CSc1nnnn1-c1ccc2c(c1)OCCO2 (stereo not drawn)	i	i	i	i	i	i	36.8	i	-0.2	i	i
Cc1cc(=O)[nH]c(N2CCOCC2)n1	i	i	i	i	i	i	3.0	i	-0.2	i	i
O=C(NCc1ccc(Cl)c(Cl)c1)c1ccco1	i	i	i	i	i	i	-5.2	i	-0.3	i	i

Records above printed as active in TRPC4 inh:
compound,TRPC4 PAM,TRPC6 act,MrgX1 antagonist,MrgX1 ag,AI-2 QS modul,TRPC4 inh,PolyA inh
c1ccc(Nc2n[nH]nc2-c2ccccc2)cc1,i,i,i,i,4.4,-6*,i

Continued:
SMILES	TRPC4 PAM	MrgX1 PAM	TRPC6 act	MrgX1 antagonist	MrgX1 ag	TRPC6 inhibitor	AI-2 QS modul	TRPC4 inh	HIF activator	TRPC4 act	PolyA inh
COC(=O)c1ccc(CSc2nccn2C)cc1	i	i	i	i	i	i	8.1	i	0.9	i	i
CCCc1cc(N2CCCC(C(=O)Nc3c(OC)cccc3OC)C2)n2ncnc2n1 (stereo not drawn)	i	i	i	i	i	i	/	i	-0.3	i	i
S=C1NCCOCCNC(=S)NCCOCCOCCN1	i	i	i	i	i	i	6.5	i	-0.1	i	i
NNC(=O)c1cc2cc3ccccc3nc2s1	i	i	i	i	i	i	5.0	i	1.6	i	i
COc1cc2nc(N3CCN(c4cc(C)ccc4C)CC3)nc(N)c2cc1OC	i	i	i	i	i	i	50.9	i	-4.7	i	i
CCOc1ccc(CNC(=O)Cn2ccc3cc(S(=O)(=O)N4CCCCCC4)ccc32)cc1	i	i	i	i	i	i	2.6	i	-0.3	i	i
Cc1cc(NCCCn2ccnc2)n2ncc(-c3ccc(Cl)cc3)c2n1	i	i	i	i	i	i	-1.4	i	-1.2	i	i
O=C(c1ccc(C#Cc2ccccc2)o1)N1CCN(c2ccccn2)CC1	i	i	i	i	i	i	31.8	i	-0.2	i	i
COc1ccc(NC(=S)N(CCCN2CCC(C)CC2)Cc2cccs2)cc1Cl	i	i	i	i	i	-5.99*	2.0	i	0.9	i	i
CC1CCCCC1NC(=O)CCS(=O)(=O)c1cc2c(cc1Cl)NC(=O)CO2 (stereo not drawn)	i	i	i	i	i	i	5.5	i	0.5	i	i
CCCCn1nnnc1SCC(=O)Nc1ccc2c(c1)OCO2	i	i	i	i	i	i	/	i	1.2	i	i
COCCCNC(=O)C1c2ccccc2Oc2ccccc21	i	i	i	i	i	i	27.2	i	-0.1	i	i
CCOC(=O)C1CCCN(CCC(=O)Nc2ccc3c(c2)CCC3)C1 (stereo not drawn)	i	i	i	i	i	i	17.6	i	-0.1	i	i
Cc1cccc(NC(NC(=O)c2cccnc2)C(Cl)(Cl)Cl)c1 (stereo not drawn)	i	i	i	i	i	i	14.3	i	0.7	i	i
COc1ccc(N(CC(=O)Nc2ccccc2C(=O)NCc2ccco2)S(C)(=O)=O)cc1	i	i	i	i	i	i	14.1	i	0.2	i	i
C=CCSC1=N/C(=C\c2cc(OC)c3c(c2)OCO3)C(=O)S1	i	i	i	i	i	i	4.7	i	-0.1	i	i
Cc1cccc(CN(CC(=O)N/N=C/c2ccco2)S(=O)(=O)c2ccc(Cl)cc2)c1	i	i	i	i	i	i	21.6	i	0.2	i	i
O=C(CN1C(=O)NC2(CCCC2)C1=O)OCc1cc(=O)n2cc(Br)ccc2n1	i	i	i	i	i	i	41.5	i	0.2	i	i
COc1ccc(NC(=O)CN(c2cccc(C(F)(F)F)c2)S(C)(=O)=O)cc1OC	i	i	i	i	i	i	9.4	i	-0.2	i	i
C/C(=N/NC(=O)c1ccoc1C)c1ccc(N2CCOCC2)cc1	i	i	i	i	i	i	23.7	i	2.6	i	i
CCOc1ccccc1NC(=O)CSc1nc2nc(-c3cccs3)cc(C(F)(F)F)c2c(=O)[nH]1	i	i	i	i	i	i	4.6	i	0.2	i	i
O=C(NNC(=O)C1CCCCC1)C(=O)NC1CCCCC1	i	i	i	i	i	i	21.8	i	-0.5	i	i
O=C(Nc1ccccc1N1CCCCC1)c1ncoc1-c1ccc(F)cc1	i	i	i	i	i	i	-10.2	i	0.0	i	i
CC1(C)CC(/C=C/c2ccccc2)=Nc2ccccc2N1	i	i	i	i	i	i	15.2	i	3.1	i	i
COc1ccc(C2=NN(c3nc(C(=O)O)cs3)C(O)(C(F)(F)F)C2)c(OC)c1 (stereo not drawn)	i	i	i	-6.54*	i	i	14.1	i	-0.1	i	i
O=[N+]([O-])c1ccc(Nc2nc(NC3CCCCC3)nc(N3CCCC3)n2)cc1	i	i	i	i	i	i	25.5	i	-0.1	i	i
COc1ccc(C2CC(c3ccc(Cl)cc3)=NN2C(=O)c2cccc([N+](=O)[O-])c2)cc1 (stereo not drawn)	i	i	i	i	i	i	6.2	i	3.7	i	i
COC(=O)c1ccc(OCC(O)CN2C(=O)c3ccccc3S2(=O)=O)cc1 (stereo not drawn)	i	i	i	i	i	i	11.0	i	0.9	i	i
CC(OC(=O)Cc1n[nH]c(=O)c2ccccc12)C(=O)Nc1ccc(F)cc1Cl (stereo not drawn)	i	i	i	i	i	i	13.8	i	0.1	i	i
Cc1nc(NC(=O)c2cc3ccccc3o2)ccc1Br	i	i	i	i	i	i	27.0	i	3.9	i	i
CC1CC(C)(C)CC(=O)C1C(=O)c1ccccc1 (stereo not drawn)	i	i	i	i	i	i	1.7	i	0.1	i	i
C[C@]12CC(O)C3C(CCC4=CC(=O)CC[C@@]43C)C1CCC2c1csc(-c2ccccc2)n1 (stereo partly drawn)	i	i	i	i	i	i	19.6	i	0.5	i	i
Cc1nc2ccc(C(=O)O)cc2c2c1CC(CN)O2 (stereo not drawn)	i	i	i	i	i	i	29.9	i	0.9	i	i
COc1ccc(OCC(=O)NNC(=O)c2ccccc2OCc2c(C)noc2C)cc1	i	i	i	i	i	i	30.8	i	-0.5	i	i
O=C(O)c1ccc(-c2sc(Nc3ccccc3)n[n+]2-c2ccccc2)cc1	i	i	i	i	i	i	3.4	i	-0.3	i	i
COc1ccc(-c2cc(C(=O)N3CCCCCC3)no2)cc1OC	i	i	i	i	i	i	21.4	i	1.2	i	i
CCOC(=O)c1c(C)[nH]c(C(=O)N2CCN(C(=O)OCC)CC2)c1C	i	i	i	i	i	i	23.1	i	0.8	i	i
CC1CCN(C(=O)N2c3ccccc3Sc3ccccc32)CC1	i	i	i	i	i	i	15.0	i	-0.2	i	/
Fc1ccc(/C=C/c2nnc(-c3cccs3)o2)cc1	i	i	i	i	i	i	1.5	i	1.7	i	i
Cc1csc(NC(=O)C2CCCCC2C(=O)O)n1 (stereo not drawn)	i	i	i	i	i	i	/	i	-0.3	i	i
CC(NC(=O)COC(=O)c1cc(Cl)nc(Cl)c1)c1ccccc1 (stereo not drawn)	i	i	i	i	i	i	18.3	i	-0.2	i	i
Cc1cc(C)c2c(n1)nn1c(NCCN3CCOCC3)cc(C)nc21	i	i	i	i	i	i	0.7	i	-0.1	i	i
CC(NC(=O)CCNS(=O)(=O)c1ccc2c(c1)oc(=O)n2C)c1ccccc1 (stereo not drawn)	i	i	i	i	i	i	15.5	i	-0.4	i	i
O=C1CC2(CC(c3ccc(Cl)cc3)=NO2)C(=O)N1c1ccccc1 (stereo not drawn)	i	i	i	i	i	i	28.0	i	/	i	i
CCc1cccc(OCCN2CCCC2)c1	i	i	i	i	i	i	42.3	i	0.7	i	i
